From PubChem
MazF activator = activators of E. coli MazEF toxin-antitoxin RNase, primary screen, biochemical, fluorescence, uHTS; FAM/BHQ RNA-DNA oligo cleavage fluorescence, 5 h; activation, % at 20 µM; actives 0.32% (n = 350,000); AID 504720, 2011; in the data active = activation above about 50%
BH1578 lux ind = inducers of Vibrio cholerae quorum light production without autoinducers, primary screen, BH1578 luxS cqsA deficient, single point. activation, % at 18.7 µM. actives 0.16% (n = 350,000). V. cholerae BH1578 lux reporter, luminescence, 6 h. AID 588436, 2011; in the data active = activation mostly above about 9.7%, no sharp cut-off; inconclusive = no clear call, values can overlap the other calls; inactive = mostly below about 3.7%; also: not every result past the cut was called active; inactives centre near 0; reference of the scale not given here
Y pestis TopoI = Yersinia pestis topoisomerase I inhibitors, primary screen, biochemical, cleavage product accumulation, plate reader, single point | Y. pestis Topo-I cleavage product accumulation | DNA topoisomerase I (Yersinia pestis CO92) | activity, % at 10 µM | actives 0.064% (n = 360,000); in the data active = activity above about 50%, passing the limit was not always enough; inconclusive = no clear call, values can overlap the other calls; also: inactives centre near 2
3CLpro inhibitor = SARS-CoV 3CLpro protease inhibitors, primary screen, biochemical, quenched FRET; Replicase polyprotein 1ab (Severe acute respiratory syndrome coronavirus), P0C6X7; actives 0.14% (n = 290,000); recombinant SARS-CoV 3CLpro, quenched FRET peptide cleavage; inhibition, % at 6 µM; AID 1706, 2009; in the data active = inhibition above about 12%
Rv3671c protease = Rv3671c serine protease inhibitors, primary screen, biochemical, fluorescence polarization, M. tuberculosis H37Rv; inhibition, % at 5.96 µM; actives 0.048% (n = 320,000); AID 2606, 2010; P9WHR9; in the data active = inhibition above about 38%;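 also: extracellular domain of Rv3671c used as enzyme; 0% = enzyme with DMSO and 100% = no enzyme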
TcdB GH inh = TcdB glycohydrolase inhibitors, primary screen, biochemical, single point, plate reader | AID 652162, 2013 | TcdB glycohydrolase enzymatic assay | actives 0.24% (n = 350,000) | inhibition, % at 9.99 µM | Toxin B (Clostridioides difficile), P18177; in the data active = inhibition above about 10%
PriA SSB inh = inhibitors of Klebsiella pneumoniae PriA binding to SSB C-terminal tail, primary screen, biochemical, AlphaScreen. PriA–SSB C-terminal tail interaction (Klebsiella pneumoniae). AlphaScreen SSBct-PriA binding, biotinylated peptide. inhibition, % at 33 µM. actives 0.6% (n = 430,000). AID 1272365, 2023; in the data active = inhibition mostly above about 37%, no sharp cut-off; inactive = mostly below about 20%;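 also: plate controls were negative control peptide for no effect and reference peptide for full effect; strong numbers were not always called active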
PfHsp40 yeast = rescue of yeast from PfHsp40 toxicity, primary screen, S. cerevisiae, ATP luminescence | growth rescue, % at 12.5 µM | actives 0.68% (n = 340,000) | S. cerevisiae expressing PfHsp40, growth rescue | AID 504582, 2011; in the data active = growth rescue above about 28%, passing the limit was not always enough; inconclusive = no clear call, values can overlap the other calls;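 also: yeast W303a lacking pdr1 and pdr3 grown in galactose medium; growth measured after three days at 30 °C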
VHR inh abs = VHR1 phosphatase inhibitors, primary screen, biochemical, absorbance, uHTS; Dual specificity protein phosphatase 3 (Homo sapiens), P51452; recombinant VHR phosphatase, pNPP absorbance; inhibition, % at 13.3 µM; actives 0.52% (n = 290,000); AID 1654, 2009; in the data active = inhibition above about 50%; also: some compounds called inactive have numbers as strong as hits
Anthrax LF prot = Bacillus anthracis LF protease inhibitors, primary screen, biochemical, multiplex microsphere, MLPCN library; multiplex microsphere protease cleavage assay; inhibition, % at 10 µM; actives 0.12% (n = 360,000); AID 588501, 2011; in the data active = inhibition above about 30%; inconclusive = no clear call, values can overlap the other calls; also: plate controls were buffer without enzyme for full effect and enzyme alone for no effect
The depositor's hits bear a star; i = inactive; ? = inconclusive; / = not tested or not shown; & = joins results of further samples. These rows are one share of the data, so the mix of outcomes need not match the whole.

SMILES	MazF activator	BH1578 lux ind	Y pestis TopoI	3CLpro inhibitor	Rv3671c protease	TcdB GH inh	PriA SSB inh	PfHsp40 yeast	VHR inh abs	Anthrax LF prot
COc1ccc(NC(=O)C2CC(=O)N/C(=N/NC(=O)c3ccc(Cl)cc3)S2)cc1 (stereo not drawn)	4	-0.6	7	2	-2	-0.7	/	2.0	16	-1
CN1CCN(c2ncnc3c2ncn3[C@H]2CN(Cc3ccc(Cl)cc3)C[C@@H](CO)O2)CC1	/	0.8	17	/	/	1.5	/	/	/	-1
O=C1c2ccccc2NC(c2cccc(O)c2)N1Cc1ccco1 (stereo not drawn)	2	-0.3	0	-1	-7	2.2	-2	-0.1	5	2
CS(=O)(=O)N1CCc2cc(C(=O)N3CCN(c4ccccc4)CC3)ccc21	-1	i	7	-2	-2	1.2	-8	0.3	27	5
CCc1cc2c(C)cc(=O)oc2cc1OC(=O)C1CCCN1C(=O)OC(C)(C)C (stereo not drawn)	-5	i	/	1	-3	/	1	/	14	/
COCc1nc(-c2ccc(-c3ccc(C)cc3)nc2OC)no1	-3	i	4	1	-7	/	-9	-0.4	21	-9
Cc1cc(-c2csc(N)n2)c(C)n1-c1ccccc1	24	-0.2	-2	3	1	/	5	-0.6	-2	-7
Cc1onc(-c2ccccc2Cl)c1C(=O)Nc1nn[nH]n1	14	i	15	2	6	-0.5	-6	-0.5	40	-3
Cc1cccc(N2CCN(S(=O)(=O)c3ccc4c(c3)OCCO4)CC2)c1C	-21	-0.5	33	2	-3	-0.5	-13	1.6	35	-7
O=C(OCC(=O)N1CCc2ccccc21)c1cc(S(=O)(=O)N2CCOCC2)ccc1F	-1	i	7	/	/	0.1	9	2.4	/	2
O=C(Nc1nc2c(s1)COc1ccccc1-2)c1cccs1	7	-0.2	-2	3	-26	2.0	-8	-0.1	21	-7
COc1ccc(NC(=O)COc2ccc(C(=O)NC3CCCc4ccccc43)cc2OC)cc1 (stereo not drawn)	-32	-0.2	1	2	-13	/	-12	-0.8	-1	2
CCCCCCc1nc(C(N)=O)c2[nH]c(=O)n(-c3ccccc3F)c2n1	-10	-0.3	-9	-2	-4	/	-5	-1.2	0	0
COc1ccc(NC(=O)CSc2nnc(Cc3ccccc3)c(=O)n2N)c(OC)c1	4	0.7	15	/	3	2.3	3	-1.4	/	-2
CCN(CC(=O)Nc1ccccc1C(F)(F)F)C(=O)CCc1nc2ccccc2c(=O)[nH]1	-3	-0.7	-3	-4	-1	3.3	-8	0.8	32	-41
CCn1c(SCc2cc(=O)[nH]c3ccccc23)nc2c1c(=O)n(C)c(=O)n2C	5	i	2	5	2	/	-7	-0.1	/	-2
COc1ccc(CCNC(=O)CCN2C(=O)c3cccc4cccc(c34)C2=O)cc1OC	4	-5.7	-2	-3	-6	1.6	-1	-0.1	34	0
O=C(c1ccc(-n2cnnn2)cc1)N1CCCCC1	4	i	8	-2	3	/	-12	-0.5	35	-4
Cc1cc(C)c2c(n1)sc1c(=O)n(Cc3ccc(F)cc3)cnc12	21	i	4	-2	11	1.1	-9	-2.7	27	-10
Cc1c(Cl)cnc(NC(=O)COC(=O)c2cccs2)c1Cl	-6	i	-2	/	-11	-6.1	2	-0.3	/	8
CCN(CC)c1ccc(C=Nc2ccc(C)cc2)c(O)c1	2	-0.3	0	-1	-1	/	-24	-1.3	3	24
CC(=O)Nc1sc(N/N=C/c2ccc(O)cc2)nc1-c1ccc(C)cc1	-3	i	1	1	4	1.9	/	2.3	0	-7
COc1ccccc1NC(=O)Cn1c(=O)sc2ccccc21	9	-1.1	-1	4	5	/	-1	-0.6	12	5
Cc1ccc(C)c(N2CCN(C(=O)c3ccc(N4CCOCC4)c([N+](=O)[O-])c3)CC2)c1	13	i	23	-2	-7	0.9	31	5.2	10	2
Cc1ccc(S(=O)(=O)N/N=C\c2cccnc2)cc1	1	7.1	3	4	4	-0.4	/	0.3	22	0
CC(=O)Nc1cc([As](=O)(O)O)ccc1O	5	0.3	4	-4&5	-3	0.9	-7	-0.3	5&6	-6
CCSc1nc(O)c(Cc2ccccc2)c(=O)[nH]1	9	-28	7	5	3	/	2	-1.7	9	2
S=C(NCc1ccccc1)NNc1nc2ccccc2[nH]1	13	0.3	-6	1	-1	-2.5	15	?	9	-12
O=C1CCc2cc(S(=O)(=O)NCc3ccc(F)cc3)cc3c2N1CCC3	-4	-5.3	-1	/	4	-0.5	-12	-0.6	/	4
Cc1nn(CC(=O)NC2(C#N)CCCCC2)c(C)c1[N+](=O)[O-]	-1	-1.3	2	/	0	1.6	-10	-0.3	/	-3
O=c1[nH][nH]c(-c2ccccc2)c1C=Nc1ccc(F)cc1F	-2	i	0	1	-13	1.3	-10	0.7	21	-3
COCCCNC(=O)c1c(-c2ccccc2)noc1C	-3	0.2	-4	1	-11	/	-13	-0.5	14	0
CCCCN(C(=S)Nc1ccc(F)cc1)c1c(N)n(CCC)c(=O)[nH]c1=O	1	-0.9	3	-3	7	0.9	-6	1.3	13	6
CC(C)(C)c1ccc(C(=O)Nc2cccc(-n3cnnn3)c2)cc1	7	11	8	6	-24	0.6	-41	0.0	-6	2
COc1ccc(S(=O)(=O)Nc2c(C(=O)O)[nH]c3ccccc23)c(OC)c1	0	3.1	-2	1	-8	/	-9	1.2	25	-8
COc1ccc(NC(=O)CN(C)C(=O)c2cc(C)oc2C)cc1	0	0.1	-5	/	/	0.0	/	/	/	3

5 compounds drawn at random from the list so far:
SMILES	MazF activator	BH1578 lux ind	Y pestis TopoI	3CLpro inhibitor	Rv3671c protease	TcdB GH inh	PriA SSB inh	PfHsp40 yeast	VHR inh abs	Anthrax LF prot
CCSc1nc(O)c(Cc2ccccc2)c(=O)[nH]1	9	-28	7	5	3	/	2	-1.7	9	2
S=C(NCc1ccccc1)NNc1nc2ccccc2[nH]1	13	0.3	-6	1	-1	-2.5	15	?	9	-12
CC(=O)Nc1cc([As](=O)(O)O)ccc1O	5	0.3	4	-4&5	-3	0.9	-7	-0.3	5&6	-6
O=C1CCc2cc(S(=O)(=O)NCc3ccc(F)cc3)cc3c2N1CCC3	-4	-5.3	-1	/	4	-0.5	-12	-0.6	/	4
Cc1nn(CC(=O)NC2(C#N)CCCCC2)c(C)c1[N+](=O)[O-]	-1	-1.3	2	/	0	1.6	-10	-0.3	/	-3

The listing continues.
SMILES	MazF activator	BH1578 lux ind	Y pestis TopoI	3CLpro inhibitor	Rv3671c protease	TcdB GH inh	PriA SSB inh	PfHsp40 yeast	VHR inh abs	Anthrax LF prot
CCCCN(C(=O)c1ccc(C)c(S(=O)(=O)N2CCOCC2)c1)c1c(N)n(CCCC)c(=O)[nH]c1=O	0	3.7	0	/	12	1.6	0	0.6	/	-5
Cc1ccc(C(=O)Nc2ccc(C(=O)O)cc2NC(=O)c2ccc(C)cc2)cc1	0	i	11	8	-9	-0.3	-5	-1.2	13	8
CC(OC(=O)c1nc(Cl)ccc1Cl)C(=O)Nc1ccc2c(c1)OCCO2 (stereo not drawn)	10	-0.7	-3	/	2	0.4	0	-0.4	/	1
Cc1cc(C)c(S(=O)(=O)N2CCN(S(=O)(=O)N3CCC(C)CC3)CC2)c(C)c1	6	-0.2	4	5	-5	0.6	-5	-0.5	-1	5
CC(=O)N1N=C(c2ccc(Br)cc2)CC1c1ccc(Br)cc1 (stereo not drawn)	-1	i	21	/	/	-0.7	-6	/	/	-2
COc1cccc(C(=O)CN(C(=O)c2ccc(Cl)c(Cl)c2)N2C(=O)C3CCCCC3C2=O)c1 (stereo not drawn)	-2	-1.3	1	6	1	/	-9	2.9	8	-3
CCC(=O)N1CCc2cc(Br)cc(S(=O)(=O)N3CCCC(C(=O)O)C3)c21 (stereo not drawn)	4	-0.4	-4	-1	-1	0.3	2	-0.5	-25	2
CS(=O)(=O)c1ccc(-c2cnc3c(NC=O)cc(-c4ccsc4)cn23)cc1	/	1.3	3	/	/	1.4	/	/	/	-6
O=C(/C=C/c1ccco1)Nc1ccc(Cl)c(S(=O)(=O)N2CCOCC2)c1	-2	i	-15	0	-7	0.4	0	0.2	21	-3
CC(C)C1OC2(C)OC(=N)C1(C#N)C(C#N)(C#N)C2c1ccccc1 (stereo not drawn)	2	-0.4	-5	0	-7	0.8	-1	0.4	30	-5
CN1CCN(c2ccc([N+](=O)[O-])c(Sc3nncn3C)c2)CC1	8	-0.5	-2	2	3	0.7	-7	-0.4	11	-2
CCC(C)C(N)C(=O)N1CCCC1C(=O)NC(C(=O)O)C(C)CC (stereo not drawn)	6	i	-7	/	/	0.5	-3	-0.2	/	1
Cc1nc(N2N=C3/C(=C/c4ccc(F)cc4)CCCC3C2c2ccc(F)cc2)sc1C(=O)N(C)C (stereo not drawn)	-32	-0.2	6	5	4	/	-21	1.5	23	-2
Cc1cc(C)nc(NS(=O)(=O)c2ccc(N/C=C/C(=O)c3ccc(Cl)cc3)cc2)n1	0	-0.2	17	5	-16	/	-3	-0.6	16	-4
CCN1C(=O)/C(=C2/C(=O)N3c4c(cc(OC(C)=O)cc42)C(C)=CC3(C)C)SC1=S	10	1.6	3	6	3	/	6	0.8	-4	6
O=C(O)c1ccc2c(c1)N(Cc1ccccc1F)C(=O)c1ccccc1S2=O (stereo not drawn)	13	-0.3	2	-4	0	1.6	-7	0.3	19	-7
O=C(CCN1CCCCCC1)Nc1cccc(F)c1	13	-5.0	4	6	2	/	-10	1.6	15	0
Cc1ccccc1N1C(=O)C2CCCN2C1=S (stereo not drawn)	-4	-0.3	7	/	11	-0.2	-1	-0.8	/	-2
CCCN(CC(=O)Nc1ccccc1OC)C(=O)c1ccc2ncsc2c1	0	-0.5	2	/	-1	1.2	-14	-1.1	/	-4
CSc1ncc(CN2CCCC(C(=O)c3sccc3C)C2)cn1 (stereo not drawn)	14	-1.0	2	4	-9	0.0	6	0.4	9	-1
COc1ccccc1CNC(=O)C(C)NS(=O)(=O)c1ccccc1 (stereo not drawn)	-36	1.4	-5	-9	-5	/	12	1.7	8	6
CCCn1c(N)c(C(=O)CN2CCc3ccccc3C2)c(=O)n(C)c1=O	1	-0.4	-5	0	1	0.7	2	0.4	-6	0
CCN(CC)C(=O)N1CCc2ccccc2C1CN1C(=O)c2ccccc2C1=O (stereo not drawn)	7	-3.4	22	1	-1	/	10	-1.1	/	-6
Cc1ccc(S(=O)(=O)CCC(=O)N(CCCN2CCOCC2)c2nc3ccccc3s2)cc1	-9	-1.7	29	/	0	-0.8	-2	-0.1	/	2
CCCc1cc(C(=O)Nc2ccc(C#N)cc2)no1	1	-0.3	0	1	2	0.8	-1	-0.2	32	1
COc1ccc(C(=O)NNC(=O)CN2CCN(c3nc(-c4ccccc4)cs3)CC2)cc1	3	/	0	3	-1	1.4	9	-0.3	4	-1
CCOC(=O)C1=C(C)NC(=O)NC1c1ccccc1 (stereo not drawn)	-11	-0.4	2	0	10	1.2	1	0.7	1	-4
CCN(CC)S(=O)(=O)c1cc(NC(=O)C(C)N2CC=C(c3ccccc3)CC2)ccc1C (stereo not drawn)	-4	-0.4	30	3	-22	/	-11	0.2	-4	-2
